# Screening data (PubChem)
# TNAP inh hi DEA: TNAP (human) inhibition, high acceptor. actives 0.03% (n = 200,000). P05186. purified TNAP, CDP-star luminescence, 1 M DEA. inhibition, % at 20 µM;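 active = over 50% inhibition of tissue-nonspecific alkaline phosphatase at 20 µM in the single-dose screen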;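 note: plate controls were DMSO wells for no effect and EDTA-quenched wells as full inhibition for full effect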
# Target sequence (P05186 whole entry, looked up): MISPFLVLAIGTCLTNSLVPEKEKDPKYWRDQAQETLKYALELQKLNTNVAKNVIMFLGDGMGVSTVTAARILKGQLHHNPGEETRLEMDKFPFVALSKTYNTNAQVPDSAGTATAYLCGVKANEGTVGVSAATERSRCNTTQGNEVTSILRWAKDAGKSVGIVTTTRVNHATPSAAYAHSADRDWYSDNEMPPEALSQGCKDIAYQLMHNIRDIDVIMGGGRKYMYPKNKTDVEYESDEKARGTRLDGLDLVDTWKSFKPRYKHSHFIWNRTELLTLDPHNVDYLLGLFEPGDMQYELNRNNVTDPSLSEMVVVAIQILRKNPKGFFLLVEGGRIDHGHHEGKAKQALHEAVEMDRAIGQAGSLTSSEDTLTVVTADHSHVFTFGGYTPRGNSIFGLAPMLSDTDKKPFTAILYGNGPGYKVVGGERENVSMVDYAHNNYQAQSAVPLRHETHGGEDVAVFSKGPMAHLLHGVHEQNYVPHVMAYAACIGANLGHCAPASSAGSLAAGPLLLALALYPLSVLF
# TNAP act hiacc: TNAP (human) activation, high acceptor | P05186 | purified TNAP, CDP-star luminescence, 1 M DEA, 30 min; hits give high values; 0 = EDTA background, 1 = DMSO-only activity | activation factor at 20 µM | 200,000 tested, under 10 active;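 active = activation factor at least 2 at 20 µM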
#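 system = human TNAP | amount = enzyme diluted 1/800 final | reagent = 100 µM CDP-star substrate | signal = luminescent substrate turnover signal | dosing = one dose, 20 µM | benchmarks = EDTA negative control, DMSO positive control | measure = activation factor | timing = 30 min reaction, room temperature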
# FLuc inh counter: counter-screen for luciferase assay inhibitors: firefly luciferase inhibition; P08659; ATPLite firefly luciferase biochemical luminescence, 10 min; inhibition, % at 10 µM; actives 1.5% (n = 200,000); AID 1006;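 active = inhibition above about 50% when tested at 10 µM, limit read from the data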
# Target sequence (P08659 whole entry, looked up): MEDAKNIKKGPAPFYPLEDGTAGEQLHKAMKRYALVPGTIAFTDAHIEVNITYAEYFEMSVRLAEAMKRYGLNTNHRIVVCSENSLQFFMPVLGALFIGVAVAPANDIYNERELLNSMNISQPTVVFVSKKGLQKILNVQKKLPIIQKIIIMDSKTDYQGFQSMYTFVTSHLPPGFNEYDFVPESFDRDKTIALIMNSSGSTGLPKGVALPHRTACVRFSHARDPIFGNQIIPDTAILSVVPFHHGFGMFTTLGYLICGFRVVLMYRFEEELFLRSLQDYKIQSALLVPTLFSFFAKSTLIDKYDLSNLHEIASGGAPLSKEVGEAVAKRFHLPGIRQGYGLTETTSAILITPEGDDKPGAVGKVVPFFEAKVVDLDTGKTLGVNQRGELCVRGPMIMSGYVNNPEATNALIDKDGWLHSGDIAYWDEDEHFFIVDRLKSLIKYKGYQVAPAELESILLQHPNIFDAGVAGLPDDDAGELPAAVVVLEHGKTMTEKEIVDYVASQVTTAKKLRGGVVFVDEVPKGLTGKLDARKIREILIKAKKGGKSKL
# TNAP inh noacc: inhibitors of human TNAP without phosphate acceptor; P05186; purified TNAP, CDP-star luminescence, 30 min; inhibition, % at 20 µM; actives 0.26% (n = 200,000); AID 1012;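 active = tissue-nonspecific alkaline phosphatase inhibition above about 50% at 20 µM in the single-dose screen, limit read from the data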;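 note: 0% = DMSO negative control and 100% = EDTA positive control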
# APP 5UTR inh: APP translation inhibition; SH-SY5Y APP 5'UTR-luciferase reporter, luminescence; inhibition, % at 2 µM; actives 0.82% (n = 190,000);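 active = inhibition above a set limit, derived from the sample mean plus 3 SD, cut at about 45% in these data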; note: values of inactives mirror those of a sister screen read the other way
# L major viab: Leishmania major promastigote growth inhibition; Leishmania major promastigotes, resazurin fluorescence viability; AID 1063; inhibition, % at 10 µM; actives 9% (n = 200,000); in the data active = inhibition above about 50%;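 note: promastigotes grown with compound for 44 hours at 28 °C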
# bIAP act: intestinal alkaline phosphatase (bovine) activation; actives 0.17% (n = 200,000); purified bovine IAP, CDP-star luminescence, 30 min; hits give high values; fold of DMSO-control signal, blank-subtracted; activation factor at 20 µM;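 active = activation factor of 2 or more at 20 µM, a signal rise over negative controls twice the positive control's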
# FLuc stim CS: affects firefly luciferase, flagging false hits in luciferase stimulation screens; P08659; ATPlite luciferase biochemical, luminescence, 10 min; 0 = ATP-free wells, 1 = DMSO control; AID 1027; activation factor at 10 µM; 200,000 tested, under 10 active;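 active = luciferase activation factor, scaled between plate controls, of at least 2 with compound at 10 µM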
#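 Material: Luciferase/luciferin reagent mix; Doses: test compounds dosed from 2 mM stocks in 100% DMSO; Schedule: 10 min incubation after luciferase reagent addition, room temperature; Measured by: luminescence from luciferase reaction; Read-out: luminescence gain marking luciferase activators.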
# RAM network inh: blocks the yeast RAM network. S. cerevisiae dse1pr::URA3 reporter, 5-FOA growth OD615, 2 d; analog-sensitive cbk1-as2 kinase mutant strain. inhibition, % at 50 µM. actives 1.8% (n = 190,000). AID 868;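 active = inhibition above a set limit, 3 SD over mean compound inhibition, cut at about 8.4% in these data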;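 note: 0% = DMSO-only wells with no growth and 100% = 10 µM 1-NA-PP1 full growth; inhibition rescues growth on 5-FOA so higher OD means more RAM inhibition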
# bIAP inhibitor: intestinal alkaline phosphatase (bovine) inhibition. purified bovine IAP, CDP-star luminescence, 30 min. inhibition, % at 20 µM. 190,000 tested, under 10 active. AID 1019;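 active = over 50% inhibition of intestinal alkaline phosphatase at 20 µM in the single-dose screen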
#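 test system = bovine IAP enzyme | medium = DEA buffer 100 mM, pH 9.8, with MgCl2 1.0 mM, ZnCl2 0.02 mM | detection = luminescence | dosing = single compound dose of 20 µM, 2% DMSO final | incubation = 30 min reaction at room temperature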
# * hit, by the source's call; nt = no result given. Rows were taken by chance; 13% or so of the library scored in one or more.
SMILES,TNAP inh hi DEA,TNAP act hiacc,FLuc inh counter,TNAP inh noacc,APP 5UTR inh,L major viab,bIAP act,FLuc stim CS,RAM network inh,bIAP inhibitor
Cc1nnc(SCc2nnc(-c3cccs3)o2)n1Cc1ccccc1,2,1,2,2,-19,0,0.9,1,1.9,9
COc1ccc(-c2nc(-c3ccccc3)c(-c3cccs3)[nH]2)cc1OC,-8,1.1,-1,3,-1,66*,1.1,1,-1.1,-7
CCOC(=O)CCNC(=O)c1ccccc1Br,-8,1.1,-7,-20,-7,-6,0.9,1.1,1.8,10
COc1c(C(=O)Nc2c(C)n(C)n(-c3ccccc3)c2=O)ccc2ccccc12,-1,1,-1,-7,4,-6,1,1,1.4,3
CCn1cc(CNCc2cn[nH]c2-c2cc3ccccc3o2)cn1,1,1,-5,-3,-2,3,1.5,1,-0.9,-51
COc1ccc(Oc2ccccc2C#N)cc1,0,1,-3,-3,-3,-2,1,1,-0.5,3
O=C(CC(Sc1ccccc1)c1cccs1)c1ccco1 (stereo not given),-7,1.1,-5,0,2,18,0.6,1.1,0.9,41
C=CCc1cccc2cc(C(=O)NC3=C(C#N)CCC3)c(=O)oc12,0,1,-8,-1,1,1,0.8,1.1,1.2,19
C/C(=N\NC(=O)C(=O)Nc1cccc(C(F)(F)F)c1)c1ccc(Cl)s1,-5,1,-6,-9,-12,-5,0.9,1.1,2.8,13
CCC(=O)N(Cc1ccc2c(c1)OCO2)Cc1cc2cc(OC)ccc2[nH]c1=O,-8,1.1,-3,-16,11,-1,1,1,4.6,-2
CCOC(=O)c1sc(NC(=O)c2c(C)nn(Cc3ccccc3)c2C)cc1C,1,1,5,-5,4,42,1.1,1,3.7,-13
CCC(C)C(NS(=O)(=O)c1ccc(C)cc1)C(=O)Oc1ccc2c3c(c(=O)oc2c1)CCC3 (stereo not given),-6,1.1,-10,-12,5,0,1,1.1,1.1,4
O=S(=O)(c1ccc(S(=O)(=O)N2CCN3CCCC3C2)cc1)N1CCCC1 (stereo not given),-2,1,-6,-9,-22,-6,0.9,1.1,0.1,7
CCN(CC)c1ccc2cc(C(=O)O)c(=O)oc2c1,3,1,-10,-5,2,22,0.9,1.1,3.3,12
O=C(COC(=O)CCSc1ccc(Cl)cc1)NCc1ccccc1,-7,1.1,-7,-5,-8,60*,1,1.1,-0.1,0
COc1ccccc1NC(=O)CC1SC(=N)N(c2ccccc2)C1=O (stereo not given),-4,1,-4,13,2,43,1.3,1,2.7,-27
CCCn1c(NCc2c[nH]c3ccccc23)nc2ccccc21,1,1,1,-3,-4,28,0.7,1,1.0,33
CCC(=O)NC(=S)Nc1ccc(Cl)cn1,1,1,-6,-6,1,9,1,1.1,-1.6,-2
COc1cccc(/C=N/Nc2ncnc3scc(-c4ccccc4)c23)c1O,7,0.9,5,-19,89*,100*,0.9,0.9,-1.1,8
C=CCn1c(NC(=O)c2ccc(Br)o2)c(C(=O)OCC)sc1=S,-5,1.1,-6,-16,1,-4,1,1.1,2.1,2
CCOc1ccc(N2CC(C(=O)NC(C)C)CC2=O)cc1 (stereo not given),0,1,-9,-8,-6,-7,0.9,1.1,1.4,6
Cc1cc(C)n2cc(CSc3nnnn3C)nc2n1,5,0.9,-2,-5,-3,-2,0.8,1,2.0,16
Cc1cc(OCC(F)(F)C(F)(F)C(F)(F)C(F)F)nc(N)n1,0,1,-1,-1,-26,-2,0.9,1,-0.8,6
O=C(O)c1cc2ncc(CCO)cn2n1,-6,1.1,-2,-35,-2,-1,1.3,1,3.8,-28
COCCCN1C(=O)CC(C(=O)OC)=C1C,0,1,0,-12,4,-3,1,1,1.5,2

# Limited to FLuc stim CS, for 6 of the compounds above:
molecule	FLuc stim CS
COCCCN1C(=O)CC(C(=O)OC)=C1C	1
CCC(=O)NC(=S)Nc1ccc(Cl)cn1	1.1
CCOC(=O)CCNC(=O)c1ccccc1Br	1.1
COc1ccc(-c2nc(-c3ccccc3)c(-c3cccs3)[nH]2)cc1OC	1
O=C(O)c1cc2ncc(CCO)cn2n1	1
O=S(=O)(c1ccc(S(=O)(=O)N2CCN3CCCC3C2)cc1)N1CCCC1 (stereo not given)	1.1

# Following part
SMILES,TNAP inh hi DEA,TNAP act hiacc,FLuc inh counter,TNAP inh noacc,APP 5UTR inh,L major viab,bIAP act,FLuc stim CS,RAM network inh,bIAP inhibitor
CC/C(=N\NS(C)(=O)=O)c1ccccc1,-4,1,-6,-8,-3,-6,0.9,1.1,3.6,10
Cc1cc(NC(=O)c2nn(C)c(C)c2[N+](=O)[O-])no1,-1,1,-4,-5,-6,-3,1,1,1.2,1
COc1ccc(C2c3ccc4ccccc4c3Oc3ncn(CCN4CCOCC4)c(=N)c32)cc1 (stereo not given),-6,1.1,-6,-3,-11,100*,1,1.1,0.1,-3
Fc1ccc(Br)cc1C1C=C(c2cccnc2)Nc2ncnn21 (stereo not given),-6,1.1,-5,-11,nt,6,1,1,1.1,-4
COc1ccccc1Nc1nnc(SCC(=O)Nc2nc(-c3ccc(F)cc3)cs2)s1,-3,1,-3,1,-13,-2,1,1,5.3,5
Cc1c(Cl)cccc1NC(=O)CNc1ccccc1F,-4,1,-4,-10,14,-3,0.7,1,1.0,29
O=C(NC1CCCC1)C(c1cccnc1)N(CCc1ccccc1)C(=O)c1ccco1 (stereo not given),-6,1.1,-10,-10,1,13,1.1,1.1,-0.2,-14
CCCCNC(=S)Nc1ccc2nc3n(c(=O)c2c1)CCCCC3,2,1,-6,-11,11,51*,0.9,1.1,-0.3,8
Cc1ccsc1/C=N/NC(=O)C(N)=O,-6,1.1,-4,-14,-26,-3,1,1,0.4,2
COc1ccc(C2=NO[C@@H]3C(=O)N(c4ccc5c(c4)OCCO5)C(=O)[C@H]23)cc1OC,1,1,-4,-9,-21,-6,0.9,1,0.8,10
COc1ccc(Cl)cc1NC(=S)N1CCN(C(=O)c2ccco2)CC1,-4,1,-4,-12,-1,-2,1,1,1.7,1
O=C(c1ccc2c(c1)OCO2)N1CCN=C1SCc1cccnc1,-2,1,-2,-17,-10,-5,1,1,2.1,2
Cc1nc([N+](=O)[O-])c(C(=O)OCc2ccccc2C#N)n1C,-4,1,-3,-15,-2,5,1.1,1,-0.5,-11
CCCCn1c(N)c(N(CCC(C)C)C(=O)CSc2nnc3ccccn23)c(=O)[nH]c1=O,-1,1,-8,-7,9,-5,0.9,1.1,-0.9,11
COc1cccc(C(=O)Nn2c(-c3cccs3)nc3ccccc3c2=O)c1OC,-5,1,-1,-7,7,-1,1,1,3.7,4
CCOC(=O)c1ccc(NC(=O)CN(C)S(=O)(=O)c2ccc(Br)s2)cc1,-1,1,-4,-6,1,0,1,1,2.0,-2
CC1CCN(C(c2cc3cc4c(cc3[nH]c2=O)OCO4)c2nnnn2CC2CCCO2)CC1 (stereo not given),-5,1,-9,-16,-18,-7,0.9,1.1,2.0,6
Cc1[nH][nH]c(=O)c1C(c1c(C)[nH][nH]c1=O)c1cn(C)c2ccccc12,32,0.7,1,45,23,4,0.8,1,0.0,20
CC(C)(C)c1ccc(/C=C2\Oc3cc(OC(=O)N4CCOCC4)ccc3C2=O)cc1,-2,1,-5,-3,-19,43,0.3,1,-0.4,nt
COC(=O)c1ccccc1NC(=O)NCc1cccnc1,2,1,-2,-5,2,0,0.9,1,1.9,9
CCOC(=O)N1CCN(C(=O)COc2ccc(S(=O)(=O)Nc3ccc(OCC)cc3)cc2)CC1,1,1,-4,-10,4,-7,1,1,3.3,3
Cc1cccc(OCc2nnc(SCC(=O)N3CCc4ccccc43)n2C)c1,-7,1.1,1,-8,-6,11,1,1,4.0,-2
O=C(/C=C/c1ccc2c(c1)OCO2)Nc1ccc(Cl)cn1,-1,1,25,-3,-162,-1,0.8,0.7,1.5,16
O=C(CS(=O)Cc1ccccc1Cl)Nc1ccccc1Cl (stereo not given),-5,1,-6,-4,8,-5,1.1,1.1,-0.1,-6
CCc1ccc(Cn2nnc(C(=O)NCc3ccccc3OC)c2N)cc1,-6,1.1,-9,6,7,0,1,1.1,0.3,3
# New compounds follow:
SMILES,TNAP inh hi DEA,TNAP act hiacc,FLuc inh counter,TNAP inh noacc,APP 5UTR inh,L major viab,bIAP act,FLuc stim CS,RAM network inh,bIAP inhibitor
Cc1[nH]n(-c2ccccc2)c(=O)c1C=NC1CCCCC1,-5,1,4,-6,2,-2,1,1,0.4,3
COc1ccc(CSCC(=O)N/N=C/c2ccc(OCC(=O)NCc3ccco3)cc2)cc1,-5,1,2,-11,18,6,1,1,2.7,0
COc1ccc(-c2nn(-c3ccccc3C)cc2CNCCc2cnc[nH]2)cc1F,-4,1,-7,-112,-14,96*,2.3*,1.1,1.3,-129
CCCN(CCC)C(C(=O)Nc1cccc(OC)c1)c1ccccc1 (stereo not given),-7,1.1,-6,-1,-6,24,1.4,1.1,1.4,-38
CC(NS(=O)(=O)c1ccc(Br)cc1)C(N)=O (stereo not given),-1,1,-6,-13,4,-3,0.9,1.1,0.7,6
CC1CC(C)CN(S(=O)(=O)c2ccc(C(=O)Nc3nnc(-c4cccs4)o3)cc2)C1 (stereo not given),-5,1,-6,-20,11,100*,1,1.1,6.5,0
CC(C)N(CCO)C(=O)CCc1nnc(Cc2cccc(C(F)(F)F)c2)o1,0,1,-7,-6,-6,-4,1,1.1,2.5,-1
CC(=O)N(Cc1ccccc1C)c1cccc(C)c1C,-5,1,-4,-14,7,4,1,1,1.9,4
COc1ccc(-c2ccc(SCC(=O)NCc3ccco3)nn2)cc1,-4,1,32,-8,-21,2,0.9,0.7,-0.2,9
C=CCNC(=S)Nc1ccc(N2CCOCC2)c(S(=O)(=O)Nc2ccccc2Cl)c1,-2,1,-7,-24,-4,28,1,1.1,0.2,-1
O=C(COc1cccnc1[N+](=O)[O-])N1CCN(S(=O)(=O)c2ccc3ccccc3c2)CC1,-2,1,-11,5,-11,3,0.9,1.1,1.2,8
CCOc1cccc(=O)c2c(C)n(Cc3ccco3)c(C)c12,-2,1,-4,-9,-6,5,0.9,1,-0.1,10
O=C(NCCN1CCOCC1)/C(=C\c1ccc(Br)cc1)NC(=O)c1cccs1,-1,1,-4,-6,-21,39,1.1,1,0.9,-9
COCCn1c(SCC(=O)N2CC(=O)Nc3ccccc32)nc2ccccc21,-9,1.1,-5,-13,11,52*,0.9,1.1,-0.3,10
Cc1nc2ccccn2c1C(=O)NNC(=S)Nc1ccc(Cl)cc1,-7,1.1,-3,-190,-15,-4,1,1,0.8,4
CCC(Oc1ccccc1)C(=O)Nc1ccccn1 (stereo not given),-2,1,7,-11,-35,-6,1,0.9,0.2,4
Cc1ccc(S(=O)(=O)N(C)Cc2cc3ccccc3[nH]c2=O)cc1,2,1,-2,-6,-1,-2,1,1,2.1,2

# Profiles, looked up by structure. Values in the order: TNAP inh hi DEA	TNAP act hiacc	FLuc inh counter	TNAP inh noacc	APP 5UTR inh	L major viab	bIAP act	FLuc stim CS	RAM network inh	bIAP inhibitor
# Profile of CC1CCN(C(c2cc3cc4c(cc3[nH]c2=O)OCO4)c2nnnn2CC2CCCO2)CC1 (stereo not given) = -5	1	-9	-16	-18	-7	0.9	1.1	2.0	6
# Profile of Cc1[nH]n(-c2ccccc2)c(=O)c1C=NC1CCCCC1 = -5	1	4	-6	2	-2	1	1	0.4	3
